From PubChem BioAssay
CHRM5 PAM: human M5 muscarinic receptor positive allosteric modulators, primary screen, CHO-K1 cells, Fluo-8 calcium fluorescence; Muscarinic acetylcholine receptor M5 (Homo sapiens), P08912; CHO-K1 hM5, ACh EC20 PAM; 0% = ACh EC20, 100% = ACh EC100; activation, % at 3 µM; hit rate 0.3% among 360,000; AID 624038, 2012;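 active means activation above the run cutoff, the mean activation of all test compounds plus 3 SD, cut at about 18% in these data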
Target sequence (P08912 whole entry, looked up): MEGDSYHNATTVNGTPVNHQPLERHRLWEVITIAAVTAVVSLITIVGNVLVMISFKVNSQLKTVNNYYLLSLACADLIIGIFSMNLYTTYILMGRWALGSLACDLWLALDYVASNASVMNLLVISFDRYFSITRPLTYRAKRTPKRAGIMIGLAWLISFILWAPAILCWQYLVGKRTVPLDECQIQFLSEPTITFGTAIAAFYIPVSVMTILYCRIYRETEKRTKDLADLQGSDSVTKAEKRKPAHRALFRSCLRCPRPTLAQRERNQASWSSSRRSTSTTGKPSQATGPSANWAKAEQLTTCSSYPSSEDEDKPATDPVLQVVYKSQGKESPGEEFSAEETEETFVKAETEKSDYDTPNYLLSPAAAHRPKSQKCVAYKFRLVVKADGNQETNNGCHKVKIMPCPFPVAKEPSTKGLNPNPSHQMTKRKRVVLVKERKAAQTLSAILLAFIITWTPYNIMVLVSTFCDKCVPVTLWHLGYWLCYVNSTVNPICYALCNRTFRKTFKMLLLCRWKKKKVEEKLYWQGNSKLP
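Probe or stimulus: acetylcholine, EC20 level; Assay system: human M5 receptor in CHO-K1 cells; Schedule: compound preincubation 140 s before EC20 acetylcholine addition; Technique: intracellular calcium via Fluo-8 fluorescence; Dosing: single-point, 3 µM nominal; Read-out basis: percent activation from peak-over-basal fluorescence ratio, scaled EC20-to-EC100 acetylcholine; Repeats: one well per compound, no replicates.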
CHRM4 PAM: human M4 muscarinic receptor positive allosteric modulators, primary screen, CHO-K1 cells, Fluo-8 calcium fluorescence | activation, % at 3 µM | CHO-K1 hM4/Gqi5, ACh EC20; 0% = ACh EC20, 100% = maximal ACh | AID 624126, 2012 | hit rate 0.4% among 360,000 | Muscarinic acetylcholine receptor M4 (Homo sapiens), P08173;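 active means activation above its plate's cutoff, the mean activation of sample wells plus 3 SD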; further: some results filed as inactive read as strong as hits
Target sequence (P08173 whole entry, looked up): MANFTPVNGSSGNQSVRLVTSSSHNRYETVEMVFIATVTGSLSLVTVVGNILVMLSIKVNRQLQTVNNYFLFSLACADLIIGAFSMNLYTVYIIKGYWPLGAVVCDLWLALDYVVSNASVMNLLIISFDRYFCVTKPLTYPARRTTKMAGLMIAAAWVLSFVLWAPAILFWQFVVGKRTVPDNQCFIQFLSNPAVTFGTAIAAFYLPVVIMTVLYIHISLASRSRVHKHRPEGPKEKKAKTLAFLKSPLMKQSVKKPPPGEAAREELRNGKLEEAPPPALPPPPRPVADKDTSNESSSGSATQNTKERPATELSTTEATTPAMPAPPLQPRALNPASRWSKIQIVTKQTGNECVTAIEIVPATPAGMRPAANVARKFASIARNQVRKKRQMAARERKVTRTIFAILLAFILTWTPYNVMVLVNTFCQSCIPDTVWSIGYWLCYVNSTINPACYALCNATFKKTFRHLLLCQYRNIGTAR
CHO-K1 Ca ag: counter-screen for M1 agonists: effect in parental CHO-K1 cells. Fluo-8 calcium fluorescence; scaled to maximal ATP response, vehicle zero. activation, % at 3 µM. hit rate 0.48% among 360,000. AID 602248, 2012; in the data active means activation above about 15%;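 further: untransfected CHO-K1 host cells lacking M1 receptor as counterscreen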
M4 ag: human M4 muscarinic receptor agonists, primary screen, CHO-K1 cells, Fluo-8 calcium fluorescence; Muscarinic acetylcholine receptor M4 (Homo sapiens), P08173; CHO-K1 hM4/Gqi5; vehicle 0%, full acetylcholine response 100%; activation, % at 3 µM; hit rate 0.14% among 360,000; AID 624127, 2012;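 active means activation above the run mean over all test wells plus 3 SD, cut at about 32% in these data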;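 further: peak over basal fluorescence ratio per well then scaled between controls; 0% = DMSO wells and 100% = acetylcholine at EC100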
CHRM5 antagonist: human M5 muscarinic receptor antagonists, primary screen, CHO cells, Fluo-8 calcium fluorescence | CHO-hM5 cells, ACh EC80 | inhibition, % at 3 µM | Muscarinic acetylcholine receptor M5 (Homo sapiens), P08912 | hit rate 0.59% among 360,000;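 active means inhibition above a per-plate cutoff, the mean of that plate's test compounds plus 3 SD, cut at about 27% in these data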;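 further: 0% = acetylcholine EC80 with DMSO and 100% = DMSO without agonist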
CHO-K1 Ca antag: M1 antagonist counterscreen hit in parental CHO-K1 cells; ATP-induced calcium, Fluo-8 fluorescence; inhibition, % at 3 µM; hit rate 0.6% among 360,000;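 active means inhibition above a per-plate cutoff, the plate's mean sample inhibition plus 3 SD, cut at about 24% in these data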;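 further: 0% = DMSO plus EC80 ATP and 100% = DMSO alone without ATP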
M5 ag: human M5 muscarinic receptor agonists, primary screen, CHO-K1 cells, Fluo-8 calcium fluorescence; CHO-K1 hM5 cells; 0% DMSO wells, 100% maximal acetylcholine response; AID 624037, 2012; activation, % at 3 µM; hit rate 0.19% among 360,000;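 active means activation above the run's mean over test compounds plus 3 SD, cut at about 23% in these data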;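 further: signal is peak over basal fluorescence ratio across the kinetic read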
CHO-K1 Ca PAM: nonselective calcium activators in parental CHO-K1 cells, primary screen, counter-screen for M1 PAM project, cell-based, Fluo-8 calcium fluorescence, full deck, 1536-well; AID 602247, 2012; ATP EC20; 0% at ATP EC20, 100% at ATP max; activation, % at 3 µM; hit rate 0.02% among 360,000;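 active means activation above the run cutoff, the mean activation of all test compounds plus 3 SD, cut at about 40% in these data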;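 further: peak over basal fluorescence ratio in a 140 s read after ATP addition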
M4 antag: human M4 muscarinic receptor antagonists, primary screen, CHO cells, Fluo-8 calcium fluorescence | Muscarinic acetylcholine receptor M4 (Homo sapiens), P08173 | CHO-hM4 cells, ACh EC80 | inhibition, % at 3 µM | hit rate 0.73% among 360,000;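 active means inhibition above its plate's cutoff, the mean inhibition of sample wells plus 3 SD, cut at about 27% in these data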;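 further: 0% = acetylcholine EC80 with DMSO and 100% = DMSO without agonist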
* marks the source's active call; other numbers are inactive results; & = joins results of further samples.

SMILES	CHRM5 PAM	CHRM4 PAM	CHO-K1 Ca ag	M4 ag	CHRM5 antagonist	CHO-K1 Ca antag	M5 ag	CHO-K1 Ca PAM	M4 antag
CNC(=S)Nn1cnc2ccccc21	22*	8	0.8	0	-15	-11	3	20	-1
O=C(CCC(=O)OCC(=O)c1cccc([N+](=O)[O-])c1)Nc1ccccc1Cl	4	3	0.5	1	-7	-12	0	24	4
O=C(O)c1ccc(NS(=O)(=O)c2cc(Cl)ccc2Cl)cc1O	7	1	0.9	1	-4	-4	2	20	-2
COc1ccc(COC(=O)C2=C(C)NC(=O)NC2c2cccc(Br)c2)cc1 (centres undefined)	1	-3	3.5	4	3	-6	-3	7	2
CN(Cc1ccccc1)C(=O)CN1C(=O)NC(C)(c2ccc(C(C)(C)C)cc2)C1=O (centres undefined)	2	1	6.6	7	8	-20	3	10	-3
O=[N+]([O-])c1ccc(C=NN2CCCCCC2)cc1	-3	-5	1.1	2	11	-14	0	18	9
CCOC(=O)N1CCN(CC(=O)Nc2nc3ccc(OC)cc3s2)CC1	0	0	2.7	2	6	-6	2	21	-2
Cc1ccc(CSc2ccc(C(=O)N3CCOCC3)cc2[N+](=O)[O-])cc1	-6	-2	4.1	1	15	-9	0	-10	4
Cc1cccc(OCCCN2C(=O)C(=O)c3cc(C)ccc32)c1	4	2	3.5	4	4	-8	4	4	8
CC(OC(=O)CCc1ccccc1)C(=O)Nc1ccc(Cl)cn1 (centres undefined)	-4	2	-0.5	-1	6	2	-5	6	0
CNC(=S)N1CCc2cc(OC)c(OC)cc2C1COc1ccc(OC)cc1 (centres undefined)	-2	-2	8.6	3	6	-8	-5	23	-4
CCOc1ccc(C(=O)C(C)OC(=O)Cn2cnc3c2c(=O)n(C)c(=O)n3C)cc1 (centres undefined)	1	4	4.7	5	-1	-10	1	1	-9
CCN(CC)C(=O)CCc1nnc(CCc2c[nH]c3ccccc23)o1	3	4	0.5	2	-1	-7	0	15	0
CCCn1c2ccccc2c2nnc(SCC(=O)OCC)nc21	0	9	0.8	4	-4	-3	-2	4	4
CCOC(=O)C(NC(=O)CC)(Nc1ccc(S(=O)(=O)Nc2ncccn2)cc1)C(F)(F)F (centres undefined)	0	6	0.3	0	3	9	-4	7	0
Cc1ccc(C(C(=O)NCc2ccc(F)cc2)N(Cc2ccco2)C(=O)c2snc(C(N)=O)c2N)o1 (centres undefined)	-14	-12	7.8	21	26	9	3	1	11
COCCNC(=O)C(c1ccc(C)cc1)N(C(=O)CCC(=O)Nc1ccccn1)c1ccc(F)cc1 (centres undefined)	7	3	0.0	2	3	-17	-1	5	-7
Cc1ccc(C(C)C)c(OCC(=O)Nc2ccc3c(c2)nc(CCN2CCCCC2)n3C)c1	-6	-8	1.9	6	9	-8	-7	18	8
NC(=O)c1ccsc1NC(=O)CSc1ccccc1F	0	3	5.4	4	2	-14	5	15	5
COC(=O)[C@H](CCSC)NC(=O)Nc1cc(C)ccc1C	0	9	0.0	1	-7	-8	-3	14	-12

2 of these compounds, set out differently.
Under each structure – CHRM5 PAM	CHRM4 PAM	CHO-K1 Ca ag	M4 ag	CHRM5 antagonist	CHO-K1 Ca antag	M5 ag	CHO-K1 Ca PAM	M4 antag
Cc1ccc(C(C(=O)NCc2ccc(F)cc2)N(Cc2ccco2)C(=O)c2snc(C(N)=O)c2N)o1 (centres undefined)
 : -14	-12	7.8	21	26	9	3	1	11
COCCNC(=O)C(c1ccc(C)cc1)N(C(=O)CCC(=O)Nc1ccccn1)c1ccc(F)cc1 (centres undefined)
 : 7	3	0.0	2	3	-17	-1	5	-7

The listing picks up, starting 3 compounds before the break.
SMILES	CHRM5 PAM	CHRM4 PAM	CHO-K1 Ca ag	M4 ag	CHRM5 antagonist	CHO-K1 Ca antag	M5 ag	CHO-K1 Ca PAM	M4 antag
Cc1ccc(C(C)C)c(OCC(=O)Nc2ccc3c(c2)nc(CCN2CCCCC2)n3C)c1	-6	-8	1.9	6	9	-8	-7	18	8
NC(=O)c1ccsc1NC(=O)CSc1ccccc1F	0	3	5.4	4	2	-14	5	15	5
COC(=O)[C@H](CCSC)NC(=O)Nc1cc(C)ccc1C	0	9	0.0	1	-7	-8	-3	14	-12
Nc1ccn(Cc2ccccc2F)n1	-2	-10	0.0	0	9	-1	0	-9	4
CCCCOc1ccc(C(=O)N/C(=C\c2cccc([N+](=O)[O-])c2)C(=O)OCc2ccco2)cc1	6	-6	3.6	0	-7	8	-2	14	8
Cc1cccc(NC(=O)N2CCN(Cc3ccc4c(c3)OCO4)CC2)c1C	0	-3	1.2	1	-2	-4	-3	18	2
COC(=O)c1ccc(C(=O)OC)c(NC(=O)COc2ccccc2OC)c1	-5	-6	2.2	4	2	1	0	12	1
CCN1C(Nc2ccccc2)=NC[C@@H]1CC(C)C	3	-4	1.2	1	0	-16	-4	16	11
CC(C)(C)NC(=O)C(c1cccs1)N(C(=O)c1csnn1)c1cccc(F)c1 (centres undefined)	-5	0	-0.7	1	-7	-17	-3	19	-8
O=C(CS(=O)c1ccc(Br)cc1)N1CCOCC1 (centres undefined)	-2	1	1.7	1	12	-12	-2	3	7
O=C(Nc1ccc(S(=O)(=O)N2CCc3ccccc3C2)cc1)C1CCCO1 (centres undefined)	-3	1	6.6	8	6	-5	5	3	0
CCC(CC)c1nnc(NC(=O)CC(C)c2ccccc2)s1 (centres undefined)	0	0	3.2	-1	3	0	1	17	-3
O=C(c1ccc(Oc2ccccc2)cc1)C1CCCN(C(=O)c2cnccn2)C1 (centres undefined)	-7	-19	1.8	3	-7	6	0	-19	-2
CC1(C)CC(=O)C(C=Nc2cc(C(=O)c3ccccc3)ccc2N)=C(O)C1	-12	-9	4.9	9	11	4	5	7	3
CCN(CC)C(=O)NC1CC2CCCC(C1)N2Cc1ccccc1 (centres undefined)	-3	-7	-0.1	0	11	-5	-15	13	-3
C=CCN(C(=O)c1csnn1)C(C(=O)NC1CCCC1)c1c(F)cccc1Cl (centres undefined)	2	8	-0.7	0	1	13	-2	29	-9
CCCCn1c(N)c(N(CCC(C)C)C(=O)c2c(C)noc2C)c(=O)[nH]c1=O	8	-1	-0.1	0	-6	-2	-2	6	4
CC(=O)CSc1nc(N)c(C#N)c(-c2cccs2)c1C#N	-7	-5	2.9	11	1	-8	1	8	-3
CC(Nc1nc(-c2ccccc2O)nc2ccccc12)c1ccccc1 (centres undefined)	-5	-6	0.0	0	6	-9	0	0	2
CCOCCOC(=O)c1cccc(NC(=O)OCC)c1	4	0	0.5	1	2	-9	-2	17	-2
O=C(Cn1c(=O)[nH]c2ccccc2c1=O)Nc1ccc2c(c1)OCCO2	6	7	0.0	0	11	-6	-2	2	-5
COC1CCN(C(=O)c2ccc(OC3CCN(CCc4ccccc4)CC3)cc2)CC1	-10	-9	0.4	2	24	-4	-11	10	4
CCc1c(C(=O)OCc2ccccc2)[nH]c(C)c1C	10	4	-0.5	1	-6	-12	0	18	7
COc1cccc(CN2CCCCC2C(=O)O)c1 (centres undefined)	-1	3	0.1	0	-9	3	4	9	-5
CCCCN(CC)CCNC(=O)c1cc2c(=O)n(C)c3ccccc3c2s1	-2	-4	1.3	1	9	-13	-3	-9	3
Cc1ccc(NS(=O)(=O)c2ccc3c(c2)CCC(=O)N3)cc1	-2&-2	-3&5	1.3&1.1	4&2	2&6	-14&-7	3&1	6&2	-7&-1
COc1ccc(C(C#N)=Cc2ccc(OC)c(OC)c2)cc1	-7	0	0.3	1	6	-10	-2	18	0
COC(=O)Cn1ncn2c(cc3oc(C)cc32)c1=O	6	7	1.1	1	-5	-15	-3	19	8
Cc1cc(N2CCN(c3ccc(C(F)(F)F)cc3[N+](=O)[O-])CC2)c2ccccc2n1	11	-17	1.9	5	0	-7	0	15	5
Cc1ccc2c(c1)N(C(=O)CCC(=O)Nc1ccccc1Cl)CC(C)O2 (centres undefined)	0	-1	0.3	1	-2	8	-2	1	3
Cc1noc(C)c1NC(=O)N(C)C[C@H]1Oc2ccc(NC(=O)NC(C)C)cc2C(=O)N([C@H](C)CO)C[C@@H]1C	1	-1	0.5	0	12	-12	-1	12	-3
O=C(O)CCc1ccc(-c2ccc(F)cc2)n1CCC(=O)O	0	3	0.4	2	2	-23	2	-5	-7
O=C1NC(=S)S/C1=C/c1ccc(Oc2cnccn2)cc1	-3	8	0.2	1	3	-11	-1	29	-7
COC(=O)Nc1nnc(CC(=O)Nc2ccccc2C)s1	5	9	0.7	0	-1	-12	-5	11	-2
COCCn1c(Cc2ccccc2)nnc1SCC(=O)Nc1oc(C)c2c(C)n[nH]c(=O)c12	-2	8	0.0	0	-7	6	-3	-22	-14
Cc1ccc(SCC(=O)NCc2cccnc2)cc1	5	3	0.0	0	-11	7	2	-8	9
Cc1ccc(NCc2nnc(SCC(=O)N3CCCc4ccccc43)o2)c(C)c1	8	0	0.7	1	0	-11	1	17	2
CC(=O)c1cc(C#N)c(SCC(=O)OC(C)C)nc1C	-2	2	0.7	1	-1	-23	-2	6	-13
O=C(Nc1ccncc1)c1ccc(S(=O)(=O)Nc2ccccc2)cc1	-31	-17	13	15	17	15	5	-11	12

Compound profiles (already shown):
Cc1ccc(SCC(=O)NCc2cccnc2)cc1 is listed as CHRM5 PAM: 5; CHRM4 PAM: 3; CHO-K1 Ca ag: 0.0; M4 ag: 0; CHRM5 antagonist: -11; CHO-K1 Ca antag: 7; M5 ag: 2; CHO-K1 Ca PAM: -8; M4 antag: 9
Cc1noc(C)c1NC(=O)N(C)C[C@H]1Oc2ccc(NC(=O)NC(C)C)cc2C(=O)N([C@H](C)CO)C[C@@H]1C is listed as CHRM5 PAM: 1; CHRM4 PAM: -1; CHO-K1 Ca ag: 0.5; M4 ag: 0; CHRM5 antagonist: 12; CHO-K1 Ca antag: -12; M5 ag: -1; CHO-K1 Ca PAM: 12; M4 antag: -3
COCCn1c(Cc2ccccc2)nnc1SCC(=O)Nc1oc(C)c2c(C)n[nH]c(=O)c12 is listed as CHRM5 PAM: -2; CHRM4 PAM: 8; CHO-K1 Ca ag: 0.0; M4 ag: 0; CHRM5 antagonist: -7; CHO-K1 Ca antag: 6; M5 ag: -3; CHO-K1 Ca PAM: -22; M4 antag: -14
